# KCNH2 3.1 inh – KCNH2 3.1 (human) potassium channel inhibition; U2OS KCNH2 3.1, thallium flux FluxOr; stronger effect = lower value; activity change, % (tested at about 1.8 µM); 0.95% of 340,000 active;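 active = maximum activity change below -70%; inconclusive = maximum activity change from -70% to -50%; inactive = maximum activity change above -50%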;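 also: thallium influx rate constant from kinetic fluorescence after stimulation buffer; % is scaled to controls: 0 for no effect and ±100 for the full control effect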
#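 Measured as rate of thallium-driven FluxOr signal in transduced U2OS cells carrying the 3.1 channel, read kinetically for 2 min upon stimulation; values are rate constants scaled to DMSO control wells.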
# hERG WT inh – blocks the wildtype human KCNH2 potassium channel; Q12809; U2OS, BacMam KCNH2, thallium flux FluxOr; stronger effect = lower value; activity change, % at 1.84 µM; 0.37% of 340,000 active; AID 720551;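 active = maximum activity change below -70%; inconclusive = maximum activity change between -70% and -50%; inactive = maximum activity change above -50%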; also: % is scaled to controls: 0 for no effect and ±100 for the full control effect
#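 U2OS cells were transduced with wild-type KCNH2 virus (2.03 x 10^8 / mL) for 4 h at room temperature, then cultured overnight at 37 C. Thallium flux was read with FluxOr dye. Rate constants were normalized to DMSO controls.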
# MBNL1-CUG inh – MBNL1-poly(CUG) RNA binding inhibition; 0.036% of 280,000 active; AID 2675; Potency, µM (doses to about 57.5 µM), inactives show top-dose activity change, negative = inhibition, most hits filed as inhibitors; Q9NR56; TR-FRET MBNL1-His/biotin-(CUG)12 binding, 665/545 ratio; active = well fitted inhibition curve with a large enough effect in the signal ratio, with a control signal flat, not every such curve was filed as active; inconclusive = small, poorly fitted or top-dose-only effect, or effect the other way, or a change in a side signal; inactive = no such curve, though single readings can be large or run the other way; the % refers to the signal ratio; also: potency is read from the fitted curve at half-maximal effect; % is scaled to controls: 0 for no effect and ±100 for the full control effect
#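 TR-FRET readout: Ex 340 nm, 665/545 nm emission ratio, normalized to buffer-only (basal) and MBNL1-(CUG)12 controls. Complex of MBNL1-His with Biotin-(CUG)12, compounds 92 nM–58 uM, incubated 60 min at room temperature.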
# FBPA coupling cs – coupling enzyme interference in Giardia aldolase counter-screen. activity change, negative = inhibition, % at 58.2 µM, hits read low. coupling enzyme system counterscreen, AmpLite Red fluorescence. 0.67% of 290,000 active. AID 2472; in the data active = activity change below about -30%; also: % is scaled to controls: 0 for no effect and ±100 for the full control effect
#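 Counterscreen lacking aldolase: glyceraldehyde-3-phosphate coupling-enzyme reagent preincubated 10 min at RT with compound (at 57.5 uM final), then substrate/coupling system with AmpLite Red added; fluorescence read at 525/598 nm after 20 min RT.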
# TRPV1 ag – agonists of human vanilloid receptor 1 (TRPV1); 0.19% of 320,000 active; TRPV1-expressing cells, Fluo-8 calcium influx, agonist mode; activation, % at 8.33 µM; AID 540275; in the data active = activation above about 80%; inconclusive = between about 30% and that limit; also: 0% is about no effect
# Target sequence (Q8NER1 whole entry, looked up): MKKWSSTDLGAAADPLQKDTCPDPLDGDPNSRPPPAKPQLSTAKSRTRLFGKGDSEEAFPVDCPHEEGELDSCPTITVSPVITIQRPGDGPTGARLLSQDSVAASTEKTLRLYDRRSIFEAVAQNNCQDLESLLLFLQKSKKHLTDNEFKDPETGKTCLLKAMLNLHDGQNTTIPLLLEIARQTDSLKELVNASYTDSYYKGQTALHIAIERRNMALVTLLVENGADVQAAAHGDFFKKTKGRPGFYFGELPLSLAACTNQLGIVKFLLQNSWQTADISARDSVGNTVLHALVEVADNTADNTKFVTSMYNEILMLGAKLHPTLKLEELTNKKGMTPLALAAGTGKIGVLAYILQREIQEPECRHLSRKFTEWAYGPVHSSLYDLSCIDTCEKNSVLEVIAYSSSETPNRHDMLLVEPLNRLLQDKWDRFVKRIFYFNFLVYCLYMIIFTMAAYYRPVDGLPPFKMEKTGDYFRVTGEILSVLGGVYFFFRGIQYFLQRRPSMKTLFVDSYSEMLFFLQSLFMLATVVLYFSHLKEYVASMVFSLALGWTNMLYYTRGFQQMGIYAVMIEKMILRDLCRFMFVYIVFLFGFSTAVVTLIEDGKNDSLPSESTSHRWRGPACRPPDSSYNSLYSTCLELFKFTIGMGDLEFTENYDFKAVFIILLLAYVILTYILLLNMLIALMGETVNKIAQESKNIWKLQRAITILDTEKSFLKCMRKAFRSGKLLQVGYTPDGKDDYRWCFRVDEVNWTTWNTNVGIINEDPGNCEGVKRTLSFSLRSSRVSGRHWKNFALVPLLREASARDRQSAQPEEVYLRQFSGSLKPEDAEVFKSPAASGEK
#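 Cells expressing TRPV1 were dye-loaded with Fluo-8 and read kinetically: 10 s baseline, 3 min after compound (agonist portion), then 2 min after EC20 capsaicin (allosteric enhancer portion). Calcium-bound dye fluorescence at 480/520 nm.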
# GALK inh – inhibitors of human galactokinase; Purified GALK, Kinase-Glo residual ATP luminescence; 0.007% of 270,000 active; P51570; AID 1868; Potency, µM (titrated, usually from 57.5 µM), without a hit: top-dose activity change, negative = inhibition, actives largely listed as inhibitors; also: potency is read from the fitted curve at half-maximal effect; % is scaled to controls: 0 for no effect and ±100 for the full control effect
#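 GALK at 5 nM final was combined with compound, 35 uM ATP and 100 uM galactose in HEPES pH8.0 with MgCl2 and DTT. The reaction ran one hour at room temperature before luminescent ATP detection.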
# S-ASM inh – inhibitors of human secretory acid sphingomyelinase; P17405; placental ASM, HMU-PC fluorogenic substrate, 60 min; Potency, µM (series often up to 57.5 µM), for the others: at the top dose activity change, negative = inhibition, most hits filed as inhibitors; 0.006% of 340,000 active; AID 504937; also: potency is read from the fitted curve at half-maximal effect
#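 Steps: dispense placental human ASM, pin compound, wait 10 min at room temperature, add HMU-PC0 substrate at 9 uM final, incubate 60 min at 37 °C, add stop solution raising pH to 10, read fluorescence.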
# a7 integrin act – activates integrin-mediated alleviation for muscular dystrophy; Potency, µM (titrated, usually from 38.3 µM), for inactives: at the highest dose activation, hits mostly activators; alpha7betagal myoblasts, beta-gal FDG fluorescence, 48 h; 0.064% of 350,000 active;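 also: potency is read from the fitted curve at half-maximal effect; 100% = response of the positive control SU9516; nearly all actives have a fitted effect of over 60% in size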
#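 Alpha7betagal+/- myoblasts (passage 13) were plated 16-24 hr, then exposed to compounds (1:260 dilution of DMSO stock) for 48 hours at 37C. After MPER lysis, β-galactosidase reporter activity was read as FDG fluorescence (ex 480/em 540) after 30 minutes.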
# MLL CXXC-DNA inh – blocks binding of human MLL CXXC domain to DNA | Q03164 | MLL-CXXC / FITC-HOXA9 DNA fluorescence polarization | Potency, µM (titrated, usually from 115 µM), for inactives: top-dose activity change, negative = inhibition, hits mostly inhibitors | 0.037% of 290,000 active | AID 2662; active = well fitted inhibition curve with a large enough effect in the polarisation, with a control signal flat, not every such curve was filed as active; inconclusive = small, poorly fitted or top-dose-only effect, or effect the other way, or a change in a side signal; inactive = no such curve, though single readings can be large or run the other way; the % refers to the polarisation; also: potency is read from the fitted curve at half-maximal effect
#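 Steps: dispense CXXC domain solution (7 uM) → pin compounds or unlabeled HOX-A9 DNA control → 5 min ambient → add FLSN-HOX-A9 solution (50 nM) → spin → 30 min ambient → fluorescence polarization. Tris pH 7.5/NaCl/DTT/BSA buffer.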
# A-T KAP1 phos – potential ataxia-telangiectasia treatment; […] A-T fibroblasts, KAP-1 phosphorylation AlphaLISA; neocarzinostatin DNA damage 30 min before lysis; Potency, µM (top dose mostly 57.5 µM), inactives show top-dose activation, usual class: activators; 0.19% of 320,000 active; also: potency is read from the fitted curve at half-maximal effect; % of control where 0% means no effect; nearly all actives have a fitted effect of over 45% in size
#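 ATM-like activity read as KAP-1 phosphorylation via AlphaLISA donor/acceptor antibody pairs after lysis and 6 hr at 25C. Cells were ATM-null patient fibroblasts ([…], hTERT), dosed 60 min, then exposed to the DSB inducer NCS for 30 min.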
# An asterisk follows results filed as active; ? = inconclusive; . = not tested or not shown; [ ] = dose if it differs, or a comment. Unless noted, calls follow the shape of the dose curve; as a rule, active = well fitted curve in the direction sought with a large enough effect; inconclusive = small, poorly fitted or top-dose-only effect, or another doubt; inactive = no such curve, though single readings can be large; an effect the other way counts as inactive or inconclusive.
smiles,GALK inh,MLL CXXC-DNA inh,hERG WT inh,FBPA coupling cs,TRPV1 ag,a7 integrin act,A-T KAP1 phos,S-ASM inh,MBNL1-CUG inh,KCNH2 3.1 inh
O=C(CN1CCCCC1CO)c1ccc(OC(F)F)cc1 (configuration not stated),9.5%,9.0%,33.8,2.1,-1.9,5.3%,0.7%,1.6%,.,-7.6
O=C(O)c1ccc2c(c1)SC1=NS(=O)(=O)CCN12,-0.8%,2.2%,-0.2,3.8,-3.9,?,-0.9%,-2.6%,.,-18.2
CCn1c(SCC(=O)Nc2oc(-c3ccccc3)c(-c3ccccc3)c2C#N)nnc1-c1ccncc1,-0.9%,1.6%,-10.1,14.9,-0.8,-1.3%,-0.7%,-21.1%,-1.0%,-32.2
Cc1ccc(C)c(N2CCN(CCCNC(=O)Cn3cccc3C(=O)c3ccccc3)CC2)c1,0.9%,-3.9%,7.7,1.9,-0.2,-56.5%[inhibitor],0.7%,-2.6%,91.4%[activator],-29.5
Cc1nnc(NC(=O)CSc2nnc(CCNC(=O)c3ccccc3F)n2C)s1,3.5%,-1.9%,2.3,-0.9,-0.1,11.2µM*,0.5%,2.6%,-5.7%,-17.7
Cc1ccc(OCc2cc(C(=O)N(C)CC3CCOCC3)no2)cc1C,7.3%,?,-1.0,-6.9,?,-11.2%,5.9%,1.8%,-19.6%,-20.2
CCc1cccc(C)c1NC(=O)COC(=O)C(NS(=O)(=O)c1ccc(Cl)cc1)C(C)O (configuration not stated),3.8%,0.4%,2.5,0.6,-0.3,9.2%,7.0%,6.2%,-13.6%,2.6
CCN(CC)C(=O)CCCOc1ccc(Cl)cc1Cl,0.3%,0.0%,-0.7,0.0,9.0,5.6%,8.0%,-0.3%,-3.0%,5.3
O=C(Cc1ccccc1)Nc1ccc(C(=O)Nc2ccc(O)cc2)cc1,-5.0%,11.4%,-14.2,1.0,-1.1,24.5%,0.0%,-0.4%,34.8%[activator],.
CC(C)C(=O)Nc1cccc(C(=O)Nc2cc([N+](=O)[O-])ccc2Cl)c1,-2.6%,-5.8%,5.8,-0.9,-0.9,-10.4%,2.4%,-5.2%,?,1.8
C#CCOCCOCCOCCNc1nc(N2CCOCC2)nc(N2CCN(C(=O)[C@H](CO)n3cc([C@@H](N)C(C)C)nn3)CC2)n1,.,.,-12.7,.,.,9.5%,-15.9%,2.8%,.,8.8
CCCOc1ccc(N2C(=O)CC(N3CCC(c4nc5ccccc5o4)CC3)C2=O)cc1 (configuration not stated),-1.2%,-8.5%,.,-0.3,-0.4,.,5.0%,.,5.0%,.
COc1ccc(CC(=O)NNC(=O)c2ccccc2)cc1OC,.,.,-1.9,.,.,10.9%,-2.9%,-2.8%,.,-12.4
COc1ccc(CNC(=O)c2nnn(CC(=O)Nc3cc(C)cc(C)c3)c2N)cc1,3.5%,6.7%,-1.7,-1.2,-0.6,20.0%,4.1%,0.0%,-2.4%,-11.3
COc1ccc(CCN2CC(C(=O)NCCc3cccc(F)c3)CCC2=O)cc1 (configuration not stated),.,2.7%,-4.2,0.6,1.2,-7.0%,-1.0%,3.8%,2.7%,1.8
COC(=O)C1=C(C)NC2=C(C(=O)CCC2)C1c1ccc(-c2ccsc2C(=O)OC)o1 (configuration not stated),-1.7%,0.3%,-13.1,0.3,2.7,2.4%,5.2%,47.8%[activator],?,-45.4
CCCC(=O)N1N=C(c2ccccc2)CC1c1cn(C)c2ccccc12 (configuration not stated),-0.1%,0.1%,17.3,2.3,?,4.0%,8.3%,-11.1%,-8.0%,-2.3
CC(C)C(=O)Nc1nc2c(c(=O)[nH]1)CCCC2,-0.5%,8.1%,-1.8,-0.5,3.6,-19.2%,-1.4%,3.8%,-3.9%,-0.5
CCCCn1c(SCC(=O)Nc2nnc(CC)s2)nc2c1c(=O)n(C)c(=O)n2C,1.3%,23.0%,1.7,5.1,0.1,0.0%,-7.6%,0.7%,7.0%,-7.0
CCCCN(C(=O)C1=NN(c2ccccc2)C(=O)CC1)c1c(N)n(CCC)c(=O)[nH]c1=O,.,.,4.9,.,.,5.3%,-0.8%,11.0%,.,17.8
CSc1ccc(CN(C)CC(=O)Nc2c(F)cccc2F)cc1,-7.0%,3.8%,5.8,-0.3,5.9,-38.0%,7.0%,1.7%,-2.4%,-10.9
CC(=O)N(Cc1cccc(Br)c1)c1ccc(N2CCOCC2)c(Cl)c1,-1.2%,-7.3%,0.2,2.6,12.0,7.0%,8.3%,2.5%,0.9%,-5.6
C=CCOc1ccccc1/C=c1\sc2nc(=O)c(C)nn2c1=O,0.1%,?,3.0,5.9,0.0,27.9%,7.7%,-0.8%,0.5%,-4.8
O=C(C1CC1)N1CCc2cc(S(=O)(=O)NCCCN3CCCCC3)ccc21,6.4%,4.0%,-6.9,.,-3.7,2.8%,-27.7%,1.5%,-0.4%,0.6
N#Cc1nc(Cc2ccccc2)oc1NCc1ccccc1,-2.9%,-1.4%,20.8,-3.6,2.1,-6.0%,0.2%,-5.1%,-4.6%,-0.6

# (more compounds)
smiles,GALK inh,MLL CXXC-DNA inh,hERG WT inh,FBPA coupling cs,TRPV1 ag,a7 integrin act,A-T KAP1 phos,S-ASM inh,MBNL1-CUG inh,KCNH2 3.1 inh
Cc1nnsc1C(=O)NNC(=O)c1cccc2ccccc12,4.3%,-0.2%,-1.6,3.6,-3.1,9.3%,12.3%,1.4%,4.3%,7.8
O=c1ccc(-c2ccc(S(=O)(=O)N3CCCCC3)o2)n[nH]1,-4.2%,5.8%,-25.7,0.2,0.8,-3.5%,3.2%,2.9%,?,-8.0
CCOc1ccc(N2C(=O)CC(N3CCN(C(=O)CN4CCCC4)CC3)C2=O)cc1 (configuration not stated),7.8%,4.9%,-6.0,1.0,0.0,-9.2%,-6.5%,4.4%,11.0%,12.0
COCCN(C(=O)CC1C(=O)NCCN1CC(c1ccccc1)c1ccccc1)C(C)C (configuration not stated),2.9%,3.4%,-10.8,-4.7,-4.3,7.2%,6.2%[11.5 µM],-1.1%,0.6%,-6.3
O=C(COc1cccc(Cl)c1Cl)NC1CC1,.,.,-4.9,.,.,?,0.6%,2.1%,.,15.7
CCCOc1ccc(-c2nc3c(c(=O)[nH]c(=O)n3Cc3ccccc3)n2CCO)cc1OCC,-2.3%,-5.6%,-5.4,1.6,16.9,2.4%,-3.6%,-0.8%,16.0%,-6.8
Cc1ccc(S(=O)(=O)N2CCCCC2)cc1NC(=O)C1CCC1,.,.,-0.9,.,0.3,3.7%,14.0%,1.3%,.,13.7
COc1ccc(C(C)=O)cc1COc1cccc2cccnc12,0.3%,-7.3%,-7.5,-4.9,4.1,14.2%,8.5%,-4.1%,13.1%,0.6
Fc1cccc(CNCc2ccc3c(c2)OCO3)c1,-6.4%,6.5%,1.4,0.8,2.2,5.9%,2.0%,-2.2%,-3.0%,12.4
COc1cccc(C2c3cc4c(cc3OC(C)(N3CCCC3)C2C)OCO4)c1O (configuration not stated),.,.,-10.7,.,.,-5.4%,.,5.6%,.,16.4
COc1cc(C(=O)NC(C)CCc2ccccc2)cc(OC)c1OC (configuration not stated),-2.2%,-1.5%,-8.3,0.7,1.1,4.7%,21.2%,1.1%,-1.2%,4.1
COc1ccc(NS(=O)(=O)c2ccc(C)c(C(=O)NCC(c3cccs3)N3CCOCC3)c2)cc1 (configuration not stated),.,.,2.4,.,2.8,-10.6%,-7.3%,0.2%,.,-4.7
CC(=O)c1sc(NC(=O)c2ccc(C(C)(C)C)cc2)nc1C,-0.7%,-1.3%,-0.9,-0.5,?,-4.8%,1.2%,7.4%,111.3%[activator],-12.0
COc1ccccc1NC(=O)C/C(N)=N/O,-2.8%,14.7%,16.2,4.0,0.9,2.6%,-0.4%,1.4%,?,-13.6
COc1ccc(NC(=O)C2CCCN(c3nc(C)cc(C)n3)C2)cc1 (configuration not stated),-0.1%,2.9%,-5.9,0.0,?,32.5%,2.0%,1.2%,-6.0%,-1.0
Cc1cccc(NC(=O)CSc2nnc(Cc3ccccc3)o2)c1,2.5%,-24.4%,-15.4,-0.4,12.2,8.5%,0.5%,0.8%,-9.2%,7.2
COc1ccccc1CNC(=O)c1ccccc1N,0.9%,-5.7%,-7.5,0.6,1.7,24.4%,.,9.4%,1.1%,-4.4
Cc1ccc(C(=O)NCCc2ccc(S(=O)(=O)N3CCCC3)cc2)cc1,-1.9%,2.2%,-12.1,2.0,0.9,-18.1%,-1.7%[11.5 µM],0.5%,-5.1%,0.1
CCN(c1ccc(OCC(=O)OCC(=O)Nc2ccc(F)c(F)c2F)cc1)S(=O)(=O)c1ccccc1,0.5%,1.5%,-0.9,11.3,0.5,?,-1.4%,-0.9%,0.6%,0.9

# Assay outcomes from PubChem BioAssay.
